PGK inhibitor = blocks T. brucei phosphoglycerate kinase | P07378 | PGK/GAPDH coupled, Kinase-Glo luminescence, 60 min | Potency, µM (titrated, usually from 57.5 µM), without a hit: at the highest dose activity change, negative = inhibition, actives largely listed as inhibitors | 380,000 tested, 0.043% active; note: % is set by controls: 0 for no effect and ±100 for the full control effect; nearly all actives have a fitted effect of over 60% in size
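Recombinant glycosomal PGK reaction used 1,3-bisphosphoglycerate generated in-well by GAPDH (100nM final) in 100mM TEA pH 7.6, 5mM MgCl2, 0.01% Tween-20. After 60 minutes at room temperature, ATP was read by Kinase-Glo Plus luminescence end-point.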
rTrxR1 inhibitor = inhibitors of rat thioredoxin reductase 1; Potency, µM (top dose mostly 114 µM), for the others: at the highest dose activity change, negative = inhibition, actives largely listed as inhibitors; AID 588453; O89049; recombinant rTrxR1, NADPH fluorescence consumption, selenite substrate; 390,000 tested, 1% active; note: % is set by controls: 0 for no effect and ±100 for the full control effect; nearly all actives have a fitted effect of over 65% in size
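Rat TrxR1 (90 nM in the dispensed reagent) was pre-reduced with 400 uM NADPH for 5 min at room temperature, then incubated with compound for 15 min. After 400 uM selenite was added, NADPH fluorescence (Ex 340/Em 450 nm) was followed for 8 min.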
RGS4 inhibitor = inhibitors of human regulator of G protein signaling 4 | P49798 | Transcreener GDP fluorescence polarization, RGS4-accelerated GTP hydrolysis | Potency, µM (top dose mostly 114 µM), inactives show top-dose activity change, negative = inhibition, most hits filed as inhibitors | 390,000 tested, 0.039% active | AID 504845; note: % is set by controls: 0 for no effect and ±100 for the full control effect; nearly all actives have a fitted effect of over 75% in size; some results filed as inactive show a strong effect at the top dose
Target sequence (P49798 whole entry, looked up): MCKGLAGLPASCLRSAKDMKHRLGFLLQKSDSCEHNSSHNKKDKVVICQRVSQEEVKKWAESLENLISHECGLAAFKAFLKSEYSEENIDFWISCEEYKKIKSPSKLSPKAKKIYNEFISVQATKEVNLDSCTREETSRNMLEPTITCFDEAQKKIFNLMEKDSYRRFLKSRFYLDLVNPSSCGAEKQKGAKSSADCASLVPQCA
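MLSMR compounds (23 nl, pin-transferred) preincubated 10 min at room temperature with a 500nM (2x) first reagent, then RGS4 at 900nM (2x) plus Transcreener GDP mix added; fluorescence polarization (620/688 nm) read before and after 90 min at 30 °C.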
JMJD2A Tudor = JMJD2A Tudor domain (human) inhibition | AID 504339 | Potency, µM (series often up to 114 µM), for inactives: at the top dose activity change, negative = inhibition, most hits filed as inhibitors | 390,000 tested, 4.4% active | AlphaScreen JMJD2A-Tudor / H3K4me3 peptide binding; note: % is set by controls: 0 for no effect and ±100 for the full control effect; nearly all actives have a fitted effect of over 50% in size
ALOX12 inh = ALOX12 (human) lipoxygenase inhibition; Potency, µM (series often up to 108 µM), without a hit: at the highest dose activity change, negative = inhibition, usual class: inhibitors; purified 12hLO, xylenol orange hydroperoxide absorbance; P18054; 580,000 tested, 1.1% active; note: % is set by controls: 0 for no effect and ±100 for the full control effect
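Purified human 12hLO (150 nM final) in 25 mM Hepes, 0.01% Triton X-100, pH 7.0 was preincubated 15 min at room temperature with compound. Then 40 uM arachidonic acid was added, 30 min. Hydroperoxide was read by Fe-XO absorbance ratio 573/405 nm.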
GLS inhibitor = blocks human kidney-isoform glutaminase activity; AID 624170; Potency, µM (highest dose often 45.5 µM), for inactives: top-dose activity change, negative = inhibition, hits mostly inhibitors; 410,000 tested, 0.21% active; O94925; GLS enzymatic activity, qHTS titration; note: % is set by controls: 0 for no effect and ±100 for the full control effect
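Human kidney-isoform GLS in 45 mM KH2PO4 pH 8.2, 0.02% Tween-20, with compound, started with 1mM L-Glutamine (added stock). Glutamate oxidase/HRP/Amplex red coupled fluorescence read at start and after 30 min at RT.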
HP1b binding inh = HP1-beta chromodomain-methylated histone interaction inhibition; P83916; AlphaScreen HP1-beta / biotin-H3K9me3 peptide binding; Potency, µM (series often up to 114 µM), without a hit: at the highest dose activity change, negative = inhibition, actives largely listed as inhibitors; 390,000 tested, 0.56% active; AID 540317; note: nearly all actives have a fitted effect of over 70% in size; inactives centre near 23
Target sequence (P83916 whole entry, looked up): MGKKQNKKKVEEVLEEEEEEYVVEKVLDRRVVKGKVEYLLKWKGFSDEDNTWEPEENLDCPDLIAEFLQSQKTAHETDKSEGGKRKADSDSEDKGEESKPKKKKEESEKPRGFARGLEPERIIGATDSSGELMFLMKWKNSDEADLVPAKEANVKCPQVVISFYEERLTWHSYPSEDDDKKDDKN
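Compound inhibition of the preformed complex between 50 nM HP1-beta and 50 nM biotinylated H3K9me3 peptide was read by AlphaScreen. Buffer was PBS pH 7.4 with 0.01% Tween-20. Incubations ran 30 min at room temperature, with 10 ug/mL donor/acceptor beads.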
ERG-DNA inh = blocks human ERG Ets domain binding to DNA. P11308. fluorescence polarization, His-ERG Ets domain / labelled DNA. Potency, µM (highest dose often 76.9 µM), inactives show top-dose FP activity, negative = inhibition, actives largely listed as inhibitors. 370,000 tested, 0.028% active. AID 624246; active = well fitted inhibition curve with a large enough effect in the polarisation, with a control signal flat; inconclusive = small, poorly fitted or top-dose-only effect, or effect the other way, or a change in a side signal; inactive = no such curve, though single readings can be large or run the other way; the % refers to the polarisation;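 note: polarization taken with two DNA probes labelled with fluorescein and Texas red; % of control where 0% means no effect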
Target sequence (P11308 whole entry, looked up, the tested form may be a part): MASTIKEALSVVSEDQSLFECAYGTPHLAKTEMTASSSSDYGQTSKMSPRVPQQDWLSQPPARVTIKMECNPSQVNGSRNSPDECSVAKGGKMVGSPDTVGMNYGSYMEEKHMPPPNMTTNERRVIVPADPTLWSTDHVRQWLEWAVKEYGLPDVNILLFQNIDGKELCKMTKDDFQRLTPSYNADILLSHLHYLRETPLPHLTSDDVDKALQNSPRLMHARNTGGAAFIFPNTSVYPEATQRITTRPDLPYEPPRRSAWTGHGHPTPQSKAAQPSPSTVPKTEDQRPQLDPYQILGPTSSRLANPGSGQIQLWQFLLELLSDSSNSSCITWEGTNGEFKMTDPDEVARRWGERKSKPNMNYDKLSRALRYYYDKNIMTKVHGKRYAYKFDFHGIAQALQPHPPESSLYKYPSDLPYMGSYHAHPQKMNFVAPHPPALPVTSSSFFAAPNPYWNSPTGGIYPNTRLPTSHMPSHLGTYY
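His-tagged ERG Ets domain (1 uM in the protein solution; 300mM KCl, 50mM Tris-HCl, 1mM EDTA, 1mM DTT, pH 7.5) received compound, then a probe mix of 5 nM fluorescein-DNA and 100nM Texas-615-DNA. Fluorescence polarization was read for both dyes.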
Pin1 inh = human Pin1 inhibition. 390,000 tested, 0.009% active. Potency, µM (doses to about 115 µM), for the others: top-dose activity, negative = inhibition, hits mostly inhibitors. Pin1 FP peptide displacement, HiFluor488, 10 min. AID 504891; active = well fitted inhibition curve with a large enough effect in the polarisation, with a control signal flat, not every such curve was filed as active; inconclusive = small, poorly fitted or top-dose-only effect, or effect the other way, or a change in a side signal; inactive = no such curve, though single readings can be large or run the other way; the % refers to the polarisation; note: % is set by controls: 0 for no effect and ±100 for the full control effect
* = called active by the depositor; i = inactive; ? = inconclusive; . = no result given; [ ] = remark or other dose. Unless noted, calls come from the whole dose curve; as a rule, active = well fitted curve in the direction sought with a large enough effect; inconclusive = small, poorly fitted or top-dose-only effect, or another doubt; inactive = no such curve, though single readings can be large; an effect the other way counts as inactive or inconclusive. Potency is the fitted concentration of half-maximal effect.

(1) Cc1cccc(CCNC(=O)CC2C(=O)NCCN2Cc2ccccc2C)n1 (configuration not stated)
(2) Cc1ccc(C)c(S(=O)(=O)NCc2ccc(C(=O)N3CCCCCC3)cc2)c1
(3) O=C1CC(Sc2ncccn2)C(=O)N1c1ccccc1 (configuration not stated)
(4) O=C(Nc1cccc(-c2nnco2)c1)c1cccs1
(5) Cc1nc2ccccc2c(=O)n1/N=C/c1ccccn1

| screen / no. | 1 | 2 | 3 | 4 | 5 |
| --- | --- | --- | --- | --- | --- |
| PGK inhibitor | 10.0% | i | 3.0% | -8.9% | . |
| rTrxR1 inhibitor | -18.9% | 2.1% | -17.1% | 15.0% | 11.0% |
| RGS4 inhibitor | -12.0% | -14.9% | -2.5% | 4.3% | 18.3% |
| JMJD2A Tudor | -13.1% | -17.1% | -1.3% | 1.0% | -22.1% |
| ALOX12 inh | 21.2% | -9.9% | -27.1% | 175.1%[activator] | 0.3% |
| GLS inhibitor | -3.2% | 0.0% | -11.6% | 0.2% | -7.8% |
| HP1b binding inh | 42.9%[activator] | 34.8% | 62.7%[activator] | 51.9%[activator] | 7.6% |
| ERG-DNA inh | -4.8% | 2.1% | -6.1% | 1.3% | . |
| Pin1 inh | -7.1% | 2.4% | -5.1% | 0.4% | 3.7% |

(6) CCCCCc1nnc(NC(=O)OCCC)s1
(7) CCC(CO)Oc1cc(NC(=O)c2cccc(C)c2)c2ncn(C(C)C)c2c1 (configuration not stated)
(8) CCOc1ccc(N2C(=O)CCC2=O)cc1
(9) CCc1nc2cc([N+](=O)[O-])c([N+](=O)[O-])cc2[nH]1
(10) N#C/C(=C\c1ccc(-c2ccc(F)cc2)o1)C(=O)Nc1nc(-c2cccs2)cs1

| screen / no. | 6 | 7 | 8 | 9 | 10 |
| --- | --- | --- | --- | --- | --- |
| PGK inhibitor | 4.1% | 12.0% | -0.7% | -0.4% | i |
| rTrxR1 inhibitor | 3.6% | -19.1% | 10.2% | 9.6% | -19.7% |
| RGS4 inhibitor | -0.7% | 4.9% | -16.4% | 19.9% | -4.6% |
| JMJD2A Tudor | -16.2% | -22.2% | -8.1% | -25.8% | -15.6% |
| ALOX12 inh | -11.5% | ? | 0.0% | -21.4% | -19.5% |
| GLS inhibitor | 14.0% | ? | -5.0% | 0.4% | 2.1% |
| HP1b binding inh | 15.2% | 29.4% | 29.7% | 11.1% | 30.4%[activator] |
| ERG-DNA inh | -1.0% | -1.4% | 5.2% | 1.1% | -2.2% |
| Pin1 inh | 1.5% | ? | -24.8% | -7.0% | ? |

(11) CCCC1(C(=O)OCC)NC(c2ccc(O)cc2)C2C(=O)N(c3ccc4c(c3)OCCO4)C(=O)C21 (configuration not stated)
(12) O=C(CNC(=O)c1cccc(F)c1)N/N=C/c1ccc([N+](=O)[O-])s1
(13) COCCCNC(=O)CCC(=O)N1Cc2cccc(OC)c2Oc2ncccc21
(14) CC12CCC(=O)N1C(C(=O)OCC(=O)Nc1ccc(Cl)c(Cl)c1)CS2 (configuration not stated)
(15) CC(C)(C)c1ccc(OCCCN2CCCC2)cc1

| screen / no. | 11 | 12 | 13 | 14 | 15 |
| --- | --- | --- | --- | --- | --- |
| PGK inhibitor | -8.8% | . | i | -1.5% | 2.8% |
| rTrxR1 inhibitor | -3.8% | -29.3% | 2.4% | 22.5%[57.1 µM] | 6.3% |
| RGS4 inhibitor | -9.4% | 22.6% | 0.6% | 0.8% | 9.0% |
| JMJD2A Tudor | -23.8% | -16.7% | -6.8% | -18.8% | 22.4µM* |
| ALOX12 inh | -5.2%[57.4 µM] | -13.2% | -0.4% | 0.0% | ? |
| GLS inhibitor | 2.2% | 1.0% | -0.9% | 1.0% | 10.4% |
| HP1b binding inh | 24.1% | 22.4% | 24.1% | 15.4% | ? |
| ERG-DNA inh | . | 0.1% | 1.4% | -4.4% | 19.8% |
| Pin1 inh | -6.8% | 1.1% | 0.9% | 2.4% | -4.7% |

A second format for ten compounds above:
Results follow in this order: PGK inhibitor	rTrxR1 inhibitor	RGS4 inhibitor	JMJD2A Tudor	ALOX12 inh	GLS inhibitor	HP1b binding inh	ERG-DNA inh	Pin1 inh
3: O=C1CC(Sc2ncccn2)C(=O)N1c1ccccc1 (configuration not stated)
    3.0%	-17.1%	-2.5%	-1.3%	-27.1%	-11.6%	62.7%[activator]	-6.1%	-5.1%
4: O=C(Nc1cccc(-c2nnco2)c1)c1cccs1
    -8.9%	15.0%	4.3%	1.0%	175.1%[activator]	0.2%	51.9%[activator]	1.3%	0.4%
5: Cc1nc2ccccc2c(=O)n1/N=C/c1ccccn1
    .	11.0%	18.3%	-22.1%	0.3%	-7.8%	7.6%	.	3.7%
6: CCCCCc1nnc(NC(=O)OCCC)s1
    4.1%	3.6%	-0.7%	-16.2%	-11.5%	14.0%	15.2%	-1.0%	1.5%
7: CCC(CO)Oc1cc(NC(=O)c2cccc(C)c2)c2ncn(C(C)C)c2c1 (configuration not stated)
    12.0%	-19.1%	4.9%	-22.2%	?	?	29.4%	-1.4%	?
8: CCOc1ccc(N2C(=O)CCC2=O)cc1
    -0.7%	10.2%	-16.4%	-8.1%	0.0%	-5.0%	29.7%	5.2%	-24.8%
9: CCc1nc2cc([N+](=O)[O-])c([N+](=O)[O-])cc2[nH]1
    -0.4%	9.6%	19.9%	-25.8%	-21.4%	0.4%	11.1%	1.1%	-7.0%
10: N#C/C(=C\c1ccc(-c2ccc(F)cc2)o1)C(=O)Nc1nc(-c2cccs2)cs1
    i	-19.7%	-4.6%	-15.6%	-19.5%	2.1%	30.4%[activator]	-2.2%	?
11: CCCC1(C(=O)OCC)NC(c2ccc(O)cc2)C2C(=O)N(c3ccc4c(c3)OCCO4)C(=O)C21 (configuration not stated)
    -8.8%	-3.8%	-9.4%	-23.8%	-5.2%[57.4 µM]	2.2%	24.1%	.	-6.8%
12: O=C(CNC(=O)c1cccc(F)c1)N/N=C/c1ccc([N+](=O)[O-])s1
    .	-29.3%	22.6%	-16.7%	-13.2%	1.0%	22.4%	0.1%	1.1%

(more compounds)
(16) COc1ccc(C(=O)/C=C/c2ccccc2)c(O)c1
(17) N#Cc1c(C(F)(F)F)cc(-c2cccs2)nc1SCc1cccnc1
(18) O=C(NCc1cccnc1)/C(=C/c1ccc(-c2cccc(Cl)c2)o1)S(=O)(=O)c1ccccc1
(19) S=C(Nc1cccc(Cl)c1)N1CCOCC1
(20) Cc1cc2nc(CN(C)Cc3c(C(=O)N(C)C)nc4ccc(Cl)cn34)[nH]c2cc1C

| screen / no. | 16 | 17 | 18 | 19 | 20 |
| --- | --- | --- | --- | --- | --- |
| PGK inhibitor | -10.3% | . | 21.6% | -10.5% | -5.1% |
| rTrxR1 inhibitor | -27.2% | 13.0% | ? | 4.3% | 0.4%[57.1 µM] |
| RGS4 inhibitor | 2.3% | ? | -22.1% | -1.8% | -30.4% |
| JMJD2A Tudor | ? | -4.3% | -14.9% | -21.6% | 1.7% |
| ALOX12 inh | 21.3% | -1.5% | 4.8% | -1.5% | 1.4% |
| GLS inhibitor | 11.3% | -4.8% | -1.2% | 16.8% | 0.9% |
| HP1b binding inh | ? | 18.7% | 35.8% | 18.6% | 59.7%[activator] |
| ERG-DNA inh | -0.9% | . | -4.3% | 10.0% | 6.7% |
| Pin1 inh | -9.9% | -0.7% | -0.6% | 29.9% | 0.1% |

High-throughput results (PubChem)

Not all compounds are listed. The share of hits here may be higher or lower than overall.
